# Screening data from PubChem.
# GRP78 ERSR act = inducers of ER stress response in human glioma cells. Potency, µM, inactives show at the top dose activation, actives largely listed as activators. AID 602332. U87-MG GRP78 promoter luciferase reporter, 16 h. actives 0.02% (n = 420,000); note: potency is the fitted concentration of half-maximal effect; series mostly up to about 76 µM; % of control where 0% means no effect; nearly all actives have a fitted effect of over 35% in size
#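 ERSR induction read as luciferase luminescence (Bright-Glo, 10 min at room temperature) in stably transfected human U87-MG glioma cells exposed to compounds for 16 h, using GRP78 as sensor.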
# Vif-APOBEC3G blk = Vif-A3G binding inhibition; Q9HC16; HeLa A3G-eYFP + Vif (tagged APOBEC3G with the HIV-1 protein that degrades it), YFP fluorescence, overnight; Potency, µM (series often up to 46.1 µM), for the others: at the top dose activity, negative = active, actives largely listed as inhibitors; actives 0.076% (n = 410,000);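 note: potency is the fitted concentration of half-maximal effect; % is set by controls: 0 for no effect and ±100 for the full control effect; nearly all actives have a fitted effect of over 60% in size; hits raise eYFP signal because A3G escapes Vif-driven loss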
# Target sequence (Q9HC16 whole entry, looked up): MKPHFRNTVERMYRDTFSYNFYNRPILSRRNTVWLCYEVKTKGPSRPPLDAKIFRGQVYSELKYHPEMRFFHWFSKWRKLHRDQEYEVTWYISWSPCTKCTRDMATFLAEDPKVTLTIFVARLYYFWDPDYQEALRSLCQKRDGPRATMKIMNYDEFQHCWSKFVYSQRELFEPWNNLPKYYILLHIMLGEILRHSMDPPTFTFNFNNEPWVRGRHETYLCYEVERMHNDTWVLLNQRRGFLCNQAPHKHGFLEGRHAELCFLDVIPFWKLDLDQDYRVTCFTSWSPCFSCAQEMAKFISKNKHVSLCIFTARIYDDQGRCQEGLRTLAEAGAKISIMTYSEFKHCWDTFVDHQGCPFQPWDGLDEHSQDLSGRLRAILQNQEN
#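 HeLa cells stably expressing Vif and C-terminally eYFP-tagged A3G, seeded overnight at 37 deg C, then exposed to compound by pintool overnight at 37 deg C. Rise in yellow fluorescence (Ex 488/Em 500-530, Acumen) marks blocked Vif-driven A3G degradation.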
# LDHA block = LDHA (human) enzyme inhibition; P00338; purified LDHA, NADH/diaphorase-resazurin fluorescence; hits give low values; activity change, % (values are at about 110 or 230 µM); actives 0.15% (n = 480,000); AID 1347041; in the data active = activity change below about -30%; inconclusive = mostly about -25% to -30%;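 note: plate controls were DMSO wells for no effect and wells without enzyme for full effect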
#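 Human LDH5 at 2 nM final in Tris HCl pH 7.4 with 0.06 mM NADH and 0.2 mM pyruvate, reacted 5 minutes at room temperature. Remaining NADH coupled via diaphorase/resazurin; resorufin fluorescence read at 0 and 20 minutes, normalized to enzyme-free and DMSO wells.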
# RGS4 inhibitor = inhibitors of human regulator of G protein signaling 4 | Transcreener GDP fluorescence polarization, RGS4-accelerated GTP hydrolysis | Potency, µM (series often up to 114 µM), without a hit: at the top dose activity change, negative = inhibition, hits mostly inhibitors | actives 0.039% (n = 390,000); note: potency is the fitted concentration of half-maximal effect; % is set by controls: 0 for no effect and ±100 for the full control effect; nearly all actives have a fitted effect of over 75% in size; some results filed as inactive show a strong effect at the top dose
# Target sequence (P49798 whole entry, looked up): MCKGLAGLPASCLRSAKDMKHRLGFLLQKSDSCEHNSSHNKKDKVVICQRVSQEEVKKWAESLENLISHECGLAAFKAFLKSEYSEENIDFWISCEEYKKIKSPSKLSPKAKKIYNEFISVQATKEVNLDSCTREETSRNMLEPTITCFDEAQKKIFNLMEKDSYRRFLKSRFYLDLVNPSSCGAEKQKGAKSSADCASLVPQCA
#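 MLSMR compounds (23 nl, pin-transferred) preincubated 10 min at room temperature with a 500nM (2x) first reagent, then RGS4 at 900nM (2x) plus Transcreener GDP mix added; fluorescence polarization (620/688 nm) read before and after 90 min at 30 °C.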
# TrxR1 inh = blocks rat thioredoxin reductase 1; O89049; recombinant rTrxR1, NADPH fluorescence consumption, selenite substrate; Potency, µM (titrated, usually from 114 µM), inactives show at the highest dose activity change, negative = inhibition, hits mostly inhibitors; actives 1% (n = 390,000); note: potency is the fitted concentration of half-maximal effect; % is set by controls: 0 for no effect and ±100 for the full control effect; nearly all actives have a fitted effect of over 65% in size
# Target sequence (O89049 whole entry, looked up): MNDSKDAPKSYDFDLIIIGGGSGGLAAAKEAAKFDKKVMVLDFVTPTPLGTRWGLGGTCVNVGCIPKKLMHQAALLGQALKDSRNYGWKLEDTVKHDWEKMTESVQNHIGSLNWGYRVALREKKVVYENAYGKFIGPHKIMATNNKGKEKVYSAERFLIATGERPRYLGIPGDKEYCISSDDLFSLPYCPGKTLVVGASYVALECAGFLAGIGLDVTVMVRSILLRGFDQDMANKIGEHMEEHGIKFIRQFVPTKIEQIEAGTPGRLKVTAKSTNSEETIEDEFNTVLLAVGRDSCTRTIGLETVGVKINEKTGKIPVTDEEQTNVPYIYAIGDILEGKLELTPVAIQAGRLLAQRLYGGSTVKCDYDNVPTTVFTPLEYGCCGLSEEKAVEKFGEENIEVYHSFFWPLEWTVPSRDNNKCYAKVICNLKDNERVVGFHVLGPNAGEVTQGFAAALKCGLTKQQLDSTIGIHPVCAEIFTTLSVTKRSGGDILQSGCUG
#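 Rat TrxR1 (90 nM in the dispensed reagent) was pre-reduced with 400 uM NADPH for 5 min at room temperature, then incubated with compound for 15 min. After 400 uM selenite was added, NADPH fluorescence (Ex 340/Em 450 nm) was followed for 8 min.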
# TrxR1 substrate = substrates of rat thioredoxin reductase 1 | O89049 | purified TrxR1 substrate turnover, NADPH consumption readout | Potency, µM (series often up to 114 µM), for inactives: at the highest dose activity change, negative = substrate turnover | actives 0.01% (n = 390,000) | AID 588456; note: potency is the fitted concentration of half-maximal effect; % is set by controls: 0 for no effect and ±100 for the full control effect; nearly all actives have a fitted effect of over 50% in size
#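 Rat TrxR1, dispensed at 90 nM, was prereduced with 400 uM NADPH (final) for 5 min at ~22 deg C, then incubated with compound 15 min before 400 uM selenite. A first-read NADPH fluorescence drop versus no-compound background flagged substrates.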
# * marks the source's active call; other numbers are inactive results; ? = inconclusive; . = no result given; [ ] = remark or other dose. Unless noted, calls come from the whole dose curve; as a rule, active = well fitted curve in the direction sought with a large enough effect; inconclusive = small, poorly fitted or top-dose-only effect, or another doubt; inactive = no such curve, though single readings can be large; an effect the other way counts as inactive or inconclusive. The list is partial (hit frequency here may not be typical).
Molecule	GRP78 ERSR act	Vif-APOBEC3G blk	LDHA block	RGS4 inhibitor	TrxR1 inh	TrxR1 substrate
Cc1nn(C)c(C)c1C1SCC(=O)Nc2c1cnn2-c1ccccc1 (stereo not drawn)	.	.	-1	.	.	.
CCOc1ccccc1CN1CCN(c2cccc(C)c2C)CC1	.	.	4	.	.	.
CCCC(=O)c1cn(Cc2ccccc2C#N)c2ccccc12	.	.	-8	.	.	.
CCOC(=O)[C@]12Cc3cc(C)ccc3[C@H]1N(C1CCCCC1)C(=O)c1ccccc12	.	.	-1	.	.	.
Cc1[nH]nc2c1C(c1ccc(-c3cccc(Cl)c3)o1)SCC(=O)N2 (stereo not drawn)	.	.	18	.	.	.
CN1CCC(N(C)c2ncnc3scc(-c4ccc(Br)cc4)c23)CC1	.	.	-4	.	.	.
O=C(CSC1c2ccccc2Oc2ccccc21)Nc1ccccc1C(=O)O	.	.	-17	.	.	.
C/C(=C\c1ccc2c(c1)OCO2)[N+](=O)[O-]	.	.	1	.	.	.
CC(Nc1ccc([N+](=O)[O-])c2nonc12)c1ccccc1Cl (stereo not drawn)	.	.	53	.	.	.
COC1C(O)C(C)OC(OC2CCC3(C)C(CC[C@@H]4[C@@H]3CCC3(C)C(C5=CC(=O)OC5)C(O)CC43O)C2)C1O (stereo partly drawn)	.	.	3	.	.	.
Cc1cc(C=C(C#N)C#N)c(C)n1C1CC1	.	.	-1	.	.	.
N#Cc1ccc(Cn2cc(C(=O)C3CC3)c3ccccc32)cc1	.	.	-3	.	.	.
CC(=O)C1=C(C)OC(N)=C(C(=O)OCc2ccccc2)C12C(=O)Nc1ccccc12 (stereo not drawn)	.	.	7	.	.	.
CCOC(=O)C1=C(N)Oc2c(c(=O)oc3ccccc23)C12C(=O)Nc1ccc(Cl)cc12 (stereo not drawn)	.	.	16	.	.	.
CC(=O)OC1(C)CCC2C3CCC4CC(=O)CCC4(C)C3CCC21C (stereo not drawn)	.	.	12	.	.	.
CCc1ccc(N2CC(C(=O)OCC(=O)Nc3ccc(C#N)c(Cl)c3)CC2=O)cc1 (stereo not drawn)	.	.	10	.	.	.
CC(=O)C(C#N)c1ccccc1 (stereo not drawn)	.	.	-1	.	.	.
Cc1cccc(/C=C/c2nc3ccccc3c(=O)n2-c2cccc(O)c2)c1	.	.	12	.	.	.
CC1OC(OC2CCC3(C=O)[C@H]4CCC5(C)C(C6=CC(=O)OC6)CCC5(O)[C@@H]4CCC3(O)C2)CC2OC(C)(C)OC12 (stereo partly drawn)	.	.	4	.	.	.
O=C(c1cn(CCCCn2cc(C(=O)C(F)(F)F)c3ccccc32)c2ccccc12)C(F)(F)F	.	.	13	.	.	.
O=C(c1cn(Cc2ccc(F)cc2)c2ccccc12)C1CCCCC1	.	.	11	.	.	.
COc1ccc2c3c1O[C@H]1C(=O)CC[C@@]4(O)C(C2)N(CC2CC2)CCC314 (stereo partly drawn)	-4%	.	.	?	16%[57.1 µM]	.
CNC(C)CC1CCCCC1 (stereo not drawn)	-5%	.	0	.	.	.
O=[N+]([O-])c1ccc(Cl)c(Cl)c1	.	.	2	.	7%	5%
COc1ccc(-n2nnnc2C(c2ccccc2)N2CCC3(CC2)C(=O)NCN3c2ccccc2)cc1 (stereo not drawn)	0%	-9%	-10	.	.	.

Molecule	GRP78 ERSR act	Vif-APOBEC3G blk	LDHA block	RGS4 inhibitor	TrxR1 inh	TrxR1 substrate
COc1ccc(CN2Cc3cc(N4CCCCC4)ccc3-n3nncc3C2)cc1	-2%	-5%	-5	.	.	.
CCOC(=O)CNC(=O)N1Cc2cc(-c3ccccc3)ccc2-n2nncc2C1	-2%	-4%	-2	.	.	.
O=c1[nH]c2ccccc2n1C1CCN(C(c2ccccc2)c2nnnn2Cc2ccccc2)CC1 (stereo not drawn)	-4%	-9%	-5	.	.	.
NC(Cc1ccc(Cl)cc1)c1csc(Nc2ccccn2)n1 (stereo not drawn)	-4%	-28%	5	.	.	.
COc1ccc(-n2nnnc2C(c2ccccc2OC(F)(F)F)N2CCC(n3c(=O)[nH]c4ccccc43)CC2)cc1 (stereo not drawn)	-6%	-2%	2	.	.	.
O=C1NCN(c2ccccc2)C12CCN(C(c1ccccc1)c1nnnn1C1CCCC1)CC2 (stereo not drawn)	0%	-3%	-10	.	.	.
O=C(NC1CCCCC1)N1Cc2cc(N3CCOCC3)ccc2-n2nncc2C1	-4%	0%	0	.	.	.
O=C1NCN(c2ccccc2)C12CCN(C(c1cccs1)c1nnnn1C1CCCC1)CC2 (stereo not drawn)	-4%	-7%	-1	.	.	.
COc1ccc(CN2Cc3cc(-c4ccccc4)ccc3-n3nncc3C2)cc1	-1%	-3%	-1	.	.	.
COc1cccc(C(c2nnnn2C2CCCCC2)N2CCC3(CC2)C(=O)NCN3c2ccccc2)c1OC (stereo not drawn)	-2%	-8%	2	.	.	.
COc1ccc(-n2nnnc2C(c2cccc3ccccc23)N2CCC3(CC2)C(=O)NCN3c2ccccc2)cc1 (stereo not drawn)	-3%	0%	-7	.	.	.
CC(C)CN1Cc2cc(N3CCCCC3)ccc2-n2nncc2C1	0%	-3%	1	.	.	.
O=c1[nH]c2ccccc2n1C1CCN(C(CCc2ccccc2)c2nnnn2-c2ccc3c(c2)OCCO3)CC1 (stereo not drawn)	-10%	-17%	-4	.	.	.
O=C1c2ccccc2-n2nnnc2C2c3ccccc3-n3nncc3CN12 (stereo not drawn)	-3%	-1%	-10	.	.	.
c1ccc2oc(-c3ccc4c(c3)CNCc3cnnn3-4)cc2c1	0%	-2%	-2	.	.	.
CCCCn1nnnc1C(c1cccc2ccccc12)N1CCC2(CC1)C(=O)NCN2c1ccccc1 (stereo not drawn)	-4%	-1%	0	.	.	.
COc1ccc(-c2ccc3c(c2)CNCc2cnnn2-3)cc1	0%	-1%	-5	.	.	.
CSCCC(c1nnnn1C1CCCC1)N1CCC2(CC1)C(=O)NCN2c1ccccc1 (stereo not drawn)	1%	-7%	0	.	.	.
COc1ccc(-n2nnnc2C(c2cccc(OC)c2OC)N2CCC(n3c(=O)[nH]c4ccccc43)CC2)cc1 (stereo not drawn)	-4%	-7%	-8	.	.	.
CSCCC(c1nnnn1-c1ccc2c(c1)OCCO2)N1CCC2(CC1)C(=O)NCN2c1ccccc1 (stereo not drawn)	-2%	-4%	-2	.	.	.
COc1ccc(C(c2nnnn2C(C)(C)C)N2CCC3(CC2)C(=O)NCN3c2ccccc2)cc1 (stereo not drawn)	-2%	-9%	0	.	.	.
Clc1cccc(N2Cc3cc(N4CCOCC4)ccc3-n3nncc3C2)c1	-2%	2%	-8	.	.	.
O=C1NCN(c2ccccc2)C12CCN(C(c1cccc3ccccc13)c1nnnn1C1CCCCC1)CC2 (stereo not drawn)	-1%	0%	-3	.	.	.
Cc1cccc(C)c1-n1nnnc1C(CCc1ccccc1)N1CCC(n2c(=O)[nH]c3ccccc32)CC1 (stereo not drawn)	1%	-15%	-5	.	.	.
NC(Cc1ccc(Cl)cc1)c1csc(Nc2ncccn2)n1 (stereo not drawn)	-4%	-8%	-4	.	.	.

# Profiles, quoted from the list.
# CC(=O)C(C#N)c1ccccc1 (stereo not drawn) is entered as GRP78 ERSR act: .; Vif-APOBEC3G blk: .; LDHA block: -1; RGS4 inhibitor: .; TrxR1 inh: .; TrxR1 substrate: .
# COc1cccc(C(c2nnnn2C2CCCCC2)N2CCC3(CC2)C(=O)NCN3c2ccccc2)c1OC (stereo not drawn) is entered as GRP78 ERSR act: -2%; Vif-APOBEC3G blk: -8%; LDHA block: 2; RGS4 inhibitor: .; TrxR1 inh: .; TrxR1 substrate: .

# (more compounds)
Molecule	GRP78 ERSR act	Vif-APOBEC3G blk	LDHA block	RGS4 inhibitor	TrxR1 inh	TrxR1 substrate
CC1CN1c1cc2c(c3c1ccn3C)C1CCC2C1 (stereo not drawn)	-3%	0%	3	.	.	.
C=CCNC(=S)N1Cc2cc(Br)ccc2-n2nncc2C1	-6%	-4%	-4	.	.	.
Fc1cccc(-c2ccc3c(c2)CNCc2cnnn2-3)c1	-1%	-1%	-5	.	.	.
Cc1cccc(C)c1-n1nnnc1C(CCc1ccccc1)N1CCC2(CC1)C(=O)NCN2c1ccccc1 (stereo not drawn)	-1%	-8%	-11	.	.	.
O=C1NCN(c2ccccc2)C12CCN(C(c1cccc3ccccc13)c1nnnn1Cc1ccccc1)CC2 (stereo not drawn)	-5%	-6%	-6	.	.	.
O=c1[nH]c2ccccc2n1C1CCN(C(c2nnnn2-c2ccc3c(c2)OCCO3)C2CC2)CC1 (stereo not drawn)	-2%	-5%	-7	.	.	.
CN(C)c1cccc(CN2CCN(c3ccccc3)CC2)c1	-1%	-2%	1	.	.	.
O=C(NC1CCCCC1)N1Cc2cc(-c3ccccc3)ccc2-n2nncc2C1	1%	-8%	-6	.	.	.
O=C1NCN(c2ccccc2)C12CCN(C(c1nnnn1-c1ccc3c(c1)OCCO3)C1CC1)CC2 (stereo not drawn)	1%	-4%	-5	.	.	.
O=C(CCc1ccccc1)N1Cc2cc(N3CCOCC3)ccc2-n2nncc2C1	-4%	-1%	1	.	.	.
O=P(OC1=CCCCC1)(c1ccccc1)c1ccccc1	-1%	1%	0	.	.	.
O=C1c2ccccc2-n2nnc(-c3ccccc3)c2C2c3cc(Br)ccc3CCN12 (stereo not drawn)	-3%	-3%	-6	.	.	.
Cc1ccccc1-c1ccc2c(c1)CNCc1cnnn1-2	0%	-4%	3	.	.	.
Cc1cccc(C)c1-n1nnnc1C(c1cccc2ccccc12)N1CCC2(CC1)C(=O)NCN2c1ccccc1 (stereo not drawn)	-2%	-9%	-8	.	.	.
COC12c3ccccc3-c3ccccc3C1C(C(=O)O)C2C(=O)O (stereo not drawn)	4%	-2%	3	.	.	.
Cc1cccc(C)c1-n1nnnc1C(c1ccccc1OC(F)(F)F)N1CCC(n2c(=O)[nH]c3ccccc32)CC1 (stereo not drawn)	-5%	-11%	0	.	.	.
CCC(c1nnnn1Cc1ccccc1)N1CCC(n2c(=O)[nH]c3ccccc32)CC1 (stereo not drawn)	-5%	-8%	-3	.	.	.
CC(C)(C)n1nnnc1C(c1ccccc1)N1CCC2(CC1)C(=O)NCN2c1ccccc1 (stereo not drawn)	-3%	-4%	-6	.	.	.
O=c1[nH]c2ccccc2n1C1CCN(C(c2ccnc3ccccc23)c2nnnn2Cc2ccccc2)CC1 (stereo not drawn)	-4%	-12%	-10	.	.	.
CCC(c1nnnn1C1CCCCC1)N1CCC2(CC1)C(=O)NCN2c1ccccc1 (stereo not drawn)	0%	-5%	-6	.	.	.
O=P1(c2ccccc2)CC=CC1	-2%	3%	-2	.	.	.
CSCCC(c1nnnn1C1CCCCC1)N1CCC2(CC1)C(=O)NCN2c1ccccc1 (stereo not drawn)	0%	-1%	-4	.	.	.
O=c1[nH]c2ccccc2n1C1CCN(C(c2nnnn2Cc2ccccc2)C2CC2)CC1 (stereo not drawn)	-4%	-14%	-2	.	.	.
CCCCn1nnnc1C(CCc1ccccc1)N1CCC(n2c(=O)[nH]c3ccccc32)CC1 (stereo not drawn)	-12%	-18%	0	.	.	.
